# TexasRed fluor = counter-screen for TRb-SRC2 inhibitors: fluorescence interference; TRb/SRC2 Texas Red total fluorescence interference; Potency, µM (titrated, usually from 106 µM), for the others: at the highest dose fluorescence change, negative = quenching; 280,000 compounds, 0.29% hits; AID 1479; active = well fitted curve in either direction with a large enough effect; inconclusive = small, poorly fitted or top-dose-only effect
#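 Human TRb ligand-binding domain at 0.6 uM with 20 nM Texas Red SRC2 peptide in Tris buffer containing 1 uM T3 and 5% DMSO, incubated with compound 5 h at ambient temperature. Total fluorescence (555/632 nm) calculated as parallel + 2 × perpendicular.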
# GLA spleen mod = inhibitors or activators of human alpha-galactosidase in spleen homogenate; P06280; human spleen homogenate, 4MU-alpha-Gal fluorescence, 40 min; Potency, µM (highest dose often 80 µM), for inactives: top-dose activity change, negative = inhibition, usual class: inhibitors; 240,000 compounds, 0.008% hits; AID 2107;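 also: 0% = enzyme with vehicle and -100% = no enzyme basal signal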
#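 Human spleen homogenate (1 ug) as enzyme source, 4-methylumbelliferyl-alpha-D-galactopyranoside 1 mM final, citrate/phosphate pH 5.0 with 0.01% Tween-20. Compounds 40 min at 37C, NaOH/glycine stop; fluorescence Ex 365/Em 440, Hill-fit AC50.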
# Tau ThT inhib = blocks human tau fibril formation measured by thioflavin T; recombinant tau K18 P301L, heparin-induced fibrillization, ThT fluorescence; 270,000 compounds, 2.1% hits; Potency, µM (doses to about 57.4 µM), inactives show at the top dose activity, negative = inhibition, actives largely listed as inhibitors; AID 1460; P10636; also: nearly all actives have a fitted effect of over 55% in size
# Target sequence (P10636 561-689 P618L limits assumed): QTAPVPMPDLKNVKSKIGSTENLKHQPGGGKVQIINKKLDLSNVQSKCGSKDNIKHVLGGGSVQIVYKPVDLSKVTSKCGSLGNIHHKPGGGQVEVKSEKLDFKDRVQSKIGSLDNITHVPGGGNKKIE
#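 In this qHTS, human K18 P301L tau is incubated with compound and heparin for 6 hr at 37 C, and Thioflavin T fluorescence then reports fibril load.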
# ALDH1A1 block = ALDH1A1 (human) enzyme inhibition; Purified ALDH1A1, NADH fluorescence, propionaldehyde substrate; 220,000 compounds, 7.3% hits; P00352; Potency, µM (highest dose often 75.3 µM), for inactives: at the highest dose activity, negative = inhibition, most hits filed as inhibitors; active = well fitted inhibition curve with a large enough effect, not every such curve was filed as active; inconclusive = small, poorly fitted or top-dose-only effect, or another doubt; inactive = no such curve, though single readings can be large or run the other way;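 also: plate controls were no enzyme wells and a reference inhibitor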
# L3MBTL1 block = blocks human L3MBTL1. 230,000 compounds, 0.66% hits. Q9Y468. AlphaScreen L3MBTL1–H3K9me1 peptide binding. Potency, µM (highest dose often 57.1 µM), for inactives: top-dose activity, negative = inhibition, usual class: inhibitors; also: nearly all actives have a fitted effect of over 60% in size
# Target sequence (Q9Y468 whole entry, looked up): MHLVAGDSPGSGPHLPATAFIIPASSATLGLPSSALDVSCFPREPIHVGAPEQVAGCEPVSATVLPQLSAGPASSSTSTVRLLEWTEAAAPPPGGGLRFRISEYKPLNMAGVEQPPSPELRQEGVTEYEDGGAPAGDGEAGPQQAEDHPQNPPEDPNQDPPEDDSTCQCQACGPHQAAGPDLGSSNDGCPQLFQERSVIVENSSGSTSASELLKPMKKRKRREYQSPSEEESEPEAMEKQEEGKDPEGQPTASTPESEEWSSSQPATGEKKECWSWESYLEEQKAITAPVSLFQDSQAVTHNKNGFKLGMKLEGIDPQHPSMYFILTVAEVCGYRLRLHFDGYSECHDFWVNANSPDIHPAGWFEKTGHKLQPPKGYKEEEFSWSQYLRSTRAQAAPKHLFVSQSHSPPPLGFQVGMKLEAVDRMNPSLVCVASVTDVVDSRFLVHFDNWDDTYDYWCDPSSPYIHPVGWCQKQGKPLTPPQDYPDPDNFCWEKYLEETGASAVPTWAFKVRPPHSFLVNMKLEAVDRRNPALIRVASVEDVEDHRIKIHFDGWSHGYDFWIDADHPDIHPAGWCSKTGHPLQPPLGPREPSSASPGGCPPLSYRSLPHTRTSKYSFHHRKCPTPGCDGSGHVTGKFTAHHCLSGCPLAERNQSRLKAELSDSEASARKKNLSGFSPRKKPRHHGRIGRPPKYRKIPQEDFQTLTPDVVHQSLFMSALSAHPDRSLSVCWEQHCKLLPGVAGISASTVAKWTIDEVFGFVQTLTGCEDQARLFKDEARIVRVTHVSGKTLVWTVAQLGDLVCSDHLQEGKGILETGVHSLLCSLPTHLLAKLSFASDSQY
#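 AlphaScreen assay: L3MBTL1 (50 nM final) was preincubated 30 min at room temperature with biotinylated H3(1-15)K9me1 peptide (75 nM final), then 30 min with library compounds; streptavidin donor and nickel chelate acceptor beads (10 ug/mL final) added, 30 min dark.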
# Tau fibril FP = blocks human tau fibril formation measured by polarization; K18 P301L tau heparin fibrillization, Alexa594 FP, 6 h; Potency, µM (series often up to 57.7 µM), for the others: at the top dose activity, negative = inhibition, actives largely listed as inhibitors; 280,000 compounds, 0.39% hits; AID 1468; also: nearly all actives have a fitted effect of over 55% in size
#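 Quantitative HTS format: compounds meet 15 uM recombinant K18 P301L tau and Alexa 594-tau tracer in 100 mM sodium acetate pH 7; 20 uM heparin triggers fibrillization at 37 C over 6 hr; FP gives the signal.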
# TRb SRC2 PPI = TRbeta-SRC2 interaction inhibition; TRbeta-SRC2 peptide binding, fluorescence polarization; receptor liganded with 1 µM T3; Potency, µM (doses to about 106 µM), without a hit: top-dose activity change, negative = inhibition, actives largely listed as inhibitors; 280,000 compounds, 0.065% hits; AID 1469;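 also: plate controls were bound peptide for no effect and peptide without receptor for full effect; nearly all actives have a fitted effect of over 50% in size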
#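 Fluorescence polarization of 20 nM Texas Red SRC2 peptide with 0.6 uM human TRb ligand-binding domain, in Tris buffer with 1uM T3 and 5% DMSO. Incubated 5 hr ambient; normalized to unbound and bound controls.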
# Tau fluor cs = counter-screen for tau fibril formation inhibitors. tau K18 P301L (four-repeat tau fragment) Alexa594 fluorescence, heparin fibrillization. Potency, µM (series often up to 57.7 µM), for the others: at the highest dose activity change, negative = decrease. AID 1463. 280,000 compounds, 0.93% hits; also: nearly all actives have a fitted effect of over 55% in size
#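 Human K18 P301L tau (15 uM unlabeled plus 0.24 uM Alexa 594-labeled, final) in 100 mM sodium acetate pH 7 was mixed with compound and 20 uM heparin and incubated 6 hr at 37 C.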
# An asterisk follows results filed as active; u = inconclusive; x = no result given; & = joins results of further samples; [ ] = dose if it differs, or a comment. Unless noted, calls follow the shape of the dose curve; as a rule, active = well fitted curve in the direction sought with a large enough effect; inconclusive = small, poorly fitted or top-dose-only effect, or another doubt; inactive = no such curve, though single readings can be large; an effect the other way counts as inactive or inconclusive. Unless noted, % is scaled to controls: 0 for no effect and ±100 for the full control effect; potency is read from the fitted curve at half-maximal effect.
# Keys – A = TexasRed fluor; B = GLA spleen mod; C = Tau ThT inhib; D = ALDH1A1 block; E = L3MBTL1 block; F = Tau fibril FP; G = TRb SRC2 PPI; H = Tau fluor cs
1. O=c1cc2c(nn1Cc1ccccc1Cl)-c1ccccc1CC2
  A: -2.6%	B: -3.6%	C: u	D: -7.1%	E: x	F: -6.0%	G: -9.0%	H: -21.8%
2. O=C(NNC(=O)C1CCCN(S(=O)(=O)c2cccc(F)c2)C1)C1CC1 (stereo unspecified)
  A: 1.2%	B: 6.3%	C: -10.9%	D: 12.7%	E: -1.1%	F: -9.2%	G: -1.0%	H: -6.1%
3. CC(=O)c1ccc(NC(=O)Nc2ccncc2)cc1
  A: 0.1%	B: 3.0%	C: 5.2%	D: -3.3%	E: -10.2%[2.29 µM]	F: -0.7%	G: -5.1%	H: 4.2%
4. COc1ccc(CN(C)CC(=O)Nc2c(C)cccc2C)c(OC)c1
  A: 0.2%	B: 2.2%	C: 12.1%	D: u	E: -13.3%	F: 2.0%	G: -7.8%	H: 6.7%
5. COCCCNC(=O)C1CCC(CNS(=O)(=O)c2ccc(OC)cc2)CC1 (stereo unspecified)
  A: 0.9%&-1.7%	B: 1.1%	C: -6.7%&4.2%	D: -3.2%	E: x	F: -18.4%&2.7%	G: -1.2%&0.7%	H: -10.1%&4.7%
6. CC1CCc2cc(F)ccc2N1C(=O)CSc1nnc2c(n1)[nH]c1ccc(F)cc12 (stereo unspecified)
  A: 0.8%	B: 2.0%	C: -6.9%	D: u	E: -8.7%	F: u	G: 6.3%	H: u
7. COc1ccc(C2C(=O)c3ccccc3C2=O)cc1
  A: -0.3%&0.6%	B: -6.0%&-2.5%	C: u	D: 1.2%&3.6%	E: -2.3%	F: u	G: 3.2%&6.6%	H: -14.2%&-14.8%
8. C/C(=N/OC(=O)C1CC1)c1cc(-c2ccc(Cl)cc2)no1
  A: -6.0%	B: 9.8%	C: -11.6%	D: 10.1%	E: 12.4%	F: 3.4%	G: 4.6%	H: -4.1%
9. FC(F)c1nnc2ccc(Cl)nn12
  A: -1.7%	B: 4.1%	C: -5.6%	D: 15.0%	E: 0.4%	F: 3.3%	G: 3.5%	H: 0.0%
10. CN(C)S(=O)(=O)N1CCN(c2ccccc2)CC1
  A: -0.8%	B: -1.8%	C: -16.2%	D: 6.6%	E: x	F: 2.1%	G: -13.1%	H: -6.4%
11. O=S(=O)(Nc1nc2ccccc2nc1Nc1ccc2c(c1)OCO2)c1ccc(F)cc1
  A: -7.2%	B: 1.6%	C: u	D: -2.7%	E: 6.0%	F: 9.8%	G: 3.3%	H: -23.5%
12. N#C/C(=N\Nc1c(Cl)cccc1Cl)C(=O)NN
  A: -4.4%	B: -6.1%	C: u	D: 8.9%	E: x	F: 6.5%	G: 4.3%	H: u
13. CC(C)OCCCNC(=O)CN1C(=O)c2ccccc2Sc2ncccc21
  A: -1.2%	B: x	C: 9.8%	D: x	E: x	F: 7.7%	G: 1.4%	H: 5.4%
14. Brc1ccccc1/C=N/Nc1ccccn1
  A: -0.2%	B: 6.5%	C: 0.0%	D: -1.3%	E: 2.6%	F: 9.8%	G: -2.9%	H: -1.9%
15. O=C(CSc1nnc(-c2ccco2)o1)c1ccc(F)c(F)c1
  A: 2.5%	B: 4.6%	C: -16.2%	D: -2.2%	E: -3.8%	F: -4.0%	G: 0.5%	H: -13.2%

# Full records, looked up by structure. Values in the order: TexasRed fluor, GLA spleen mod, Tau ThT inhib, ALDH1A1 block, L3MBTL1 block, Tau fibril FP, TRb SRC2 PPI, Tau fluor cs
# CC(C)OCCCNC(=O)CN1C(=O)c2ccccc2Sc2ncccc21 in the list: -1.2%, x, 9.8%, x, x, 7.7%, 1.4%, 5.4%
# COCCCNC(=O)C1CCC(CNS(=O)(=O)c2ccc(OC)cc2)CC1 (stereo unspecified) in the list: 0.9%&-1.7%, 1.1%, -6.7%&4.2%, -3.2%, x, -18.4%&2.7%, -1.2%&0.7%, -10.1%&4.7%

# Pulled one by one from the entries so far, 5 records:
# Keys – A = TexasRed fluor; B = GLA spleen mod; C = Tau ThT inhib; D = ALDH1A1 block; E = L3MBTL1 block; F = Tau fibril FP; G = TRb SRC2 PPI; H = Tau fluor cs
8. C/C(=N/OC(=O)C1CC1)c1cc(-c2ccc(Cl)cc2)no1
  A: -6.0%	B: 9.8%	C: -11.6%	D: 10.1%	E: 12.4%	F: 3.4%	G: 4.6%	H: -4.1%
7. COc1ccc(C2C(=O)c3ccccc3C2=O)cc1
  A: -0.3%&0.6%	B: -6.0%&-2.5%	C: u	D: 1.2%&3.6%	E: -2.3%	F: u	G: 3.2%&6.6%	H: -14.2%&-14.8%
9. FC(F)c1nnc2ccc(Cl)nn12
  A: -1.7%	B: 4.1%	C: -5.6%	D: 15.0%	E: 0.4%	F: 3.3%	G: 3.5%	H: 0.0%
13. CC(C)OCCCNC(=O)CN1C(=O)c2ccccc2Sc2ncccc21
  A: -1.2%	B: x	C: 9.8%	D: x	E: x	F: 7.7%	G: 1.4%	H: 5.4%
6. CC1CCc2cc(F)ccc2N1C(=O)CSc1nnc2c(n1)[nH]c1ccc(F)cc12 (stereo unspecified)
  A: 0.8%	B: 2.0%	C: -6.9%	D: u	E: -8.7%	F: u	G: 6.3%	H: u

# Later entries.
# Keys – A = TexasRed fluor; B = GLA spleen mod; C = Tau ThT inhib; D = ALDH1A1 block; E = L3MBTL1 block; F = Tau fibril FP; G = TRb SRC2 PPI; H = Tau fluor cs
16. Cc1nc(-c2cccc(F)c2)sc1CCNC(=O)C(=O)Nc1ccc2c(c1)OCO2
  A: u	B: x	C: u	D: x	E: x	F: 0.0%	G: -24.3%	H: -4.8%
17. COc1ccc(C(=O)CSc2nnc(NC(=O)C3CC(=O)N(c4ccccc4)C3)s2)cc1 (stereo unspecified)
  A: 2.8%	B: -2.3%	C: -5.0%	D: u	E: 6.7%	F: 2.8%	G: -9.3%	H: -12.4%
18. COc1ccc(CCNC(=O)c2cc(-c3ccc4c(c3)OCO4)on2)cc1OC
  A: 0.9%	B: -15.0%	C: -13.0%	D: 8.9%	E: 9.4%	F: 8.3%	G: -5.6%	H: -4.0%
19. CC(C)(C)NC(=O)COC(=O)c1snc(C(=O)NC2CCCCC2)c1N
  A: -4.6%	B: 2.3%	C: -3.3%	D: u	E: 3.9%[11.4 µM]	F: u	G: -1.5%	H: -4.6%
20. Cc1nc2cc(NC(=O)N3CCCCC3)ccc2n1C
  A: -2.2%	B: u	C: -12.2%	D: -12.5%	E: 10.2%[11.4 µM]	F: -1.4%	G: -0.3%	H: -3.7%
21. COc1ccc(CCNCc2ccc(OCc3ccc(Cl)nc3)c(OC)c2)cc1OC
  A: -1.2%	B: -4.5%	C: -7.7%	D: 2.1%	E: x	F: -0.2%	G: -5.4%	H: -7.7%
22. O=c1c2cccc3c2c(nn1CN1CCOCC1)-c1ccccc1-3
  A: -9.4%	B: 2.0%	C: -15.6%	D: u	E: 47.3%[activator]	F: 4.7%	G: -9.2%	H: 0.2%
23. COc1ccc(NC(=O)CSc2nnnn2C)c([N+](=O)[O-])c1
  A: -3.5%	B: -0.9%	C: -10.7%	D: 28.2µM*	E: x	F: -1.4%	G: -8.5%	H: -8.4%
24. O=C1c2cccc3cccc(c23)C(=O)N1c1ccncc1
  A: -2.3%	B: -1.6%	C: -1.0%	D: u	E: -0.8%	F: -3.5%	G: 1.4%	H: -3.0%
25. CCOc1ccc(C(=O)c2cn(CC(=O)Nc3ccc(Cl)cc3)c3cc4c(cc3c2=O)OCO4)cc1
  A: -0.1%	B: x	C: u	D: x	E: x	F: -1.5%	G: 1.3%	H: -17.8%
26. CC1(C)CC(NS(=O)(=O)c2ccccc2)CC(C)(C)N1
  A: 0.8%	B: -3.5%	C: -0.1%	D: 10.3%	E: 4.1%	F: -9.3%	G: -25.8%	H: 6.3%
27. Cc1ccc(NC(=S)N2CCN(Cc3ccccc3)CC2)c(C)c1
  A: u	B: -1.1%	C: -2.8%	D: 8.9%	E: 29.9%	F: 4.3%	G: -23.3%[53 µM]	H: -2.7%
28. OCCC1CN(Cc2nc3ccccc3[nH]2)CCN1C1CCCC1 (stereo unspecified)
  A: -2.6%	B: 2.0%	C: 13.5%	D: 3.1%	E: 6.6%	F: 5.9%	G: -4.0%	H: 16.6%
29. O=C(Cc1ccc(-c2ccccc2)cc1)NCc1cccnc1
  A: -2.4%	B: 4.2%	C: 12.7%	D: 3.8%	E: -0.3%	F: 7.0%	G: 4.5%	H: 15.9%
30. NC(=O)c1nn(-c2ccccc2)nc1NC(=O)CN1CCOCC1
  A: -0.6%	B: 0.6%	C: 0.1%	D: x	E: x	F: 2.8%	G: 1.4%	H: 1.8%

# Source: PubChem BioAssay (National Center for Advancing Translational Sciences (NCATS))
